AMA1 RON2 block = AMA1-RON2 (P. falciparum) interaction inhibition; AlphaScreen AMA1-biotinylated RON2 peptide binding; Potency, µM (highest dose often 58.2 µM), for the others: at the top dose activity change, negative = inhibition, hits mostly inhibitors; 360,000 tested, 0.2% active;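 also: potency is read from the fitted curve at half-maximal effect; 0% = vehicle wells and -100% = peptide control; nearly all actives have a fitted effect of over 45% in size; some results filed as inactive show a strong effect at the top dose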
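AMA1 (3D7) with his tag at 25 nM final met compounds first, then biotinylated RON2 peptide at 25 nM; detection used donor plus acceptor beads, 10 µg/mL apiece, read by AlphaScreen after 30 min at room temperature.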
Sm TGR block = inhibitors of Schistosoma mansoni thioredoxin glutathione reductase; Q962Y6; purified TGR, DTNB reduction, TNB absorbance 405 nm; Potency, µM (titrated, usually from 114 µM), for the others: at the highest dose activity change, negative = inhibition, most hits filed as inhibitors; 360,000 tested, 3% active; also: potency is read from the fitted curve at half-maximal effect; nearly all actives have a fitted effect of over 60% in size
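TGR 20 nM + NADPH 100 uM (dispensed conc.), cpd preinc 15 min RT; start with NADPH (500 uM addition) then DTNB (15 mM addition). Kinetic TNB absorbance, 405 nm filter. Four-parameter Hill fit across titration.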
HCV inh = inhibitors of hepatitis C virus infection. Huh7.5.1 HCVcc-Cre infection, luciferase reporter, 44 h. Potency, µM (series often up to 41.8 µM), inactives show at the highest dose activity change, negative = inhibition, most hits filed as inhibitors. 340,000 tested, 3.4% active; also: potency is read from the fitted curve at half-maximal effect
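After 44 h co-culture of compound, cells and HCVcc-Cre (~0.5 moi), substrate is added for 15 min at room temperature and luciferase measured over 15 sec. Cells were seeded at 1,000/well and pre-cultured 4 h.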
HCMV antiviral = human cytomegalovirus inhibition. activity change, negative = inhibition, % at 57.5 µM. HFF cells, HCMV-luciferase reporter, 72 h; hits give low values. AID 1259415. 410,000 tested, 4.5% active; in the data active = activity change below about -60%; inconclusive = no clear call, values can overlap the other calls; inactive = above about -39%
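Two-dose cell screen: HFF monolayers treated with compounds and infected with luciferase-expressing HCMV at 1 PFU/cell, 72 h at 37C, then lysed for luciferase measurement.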
AmpC detergent = inhibitors of E. coli AmpC beta-lactamase with detergent; P00811; AmpC hydrolysis of nitrocefin, absorbance 480 nm, 0.01% Triton; Potency, µM (highest dose often 114 µM), inactives show at the highest dose activity change, negative = inhibition, usual class: inhibitors; 370,000 tested, 0.041% active;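 also: potency is read from the fitted curve at half-maximal effect; 0% = no-compound wells and -100% = no-enzyme wells; nearly all actives have a fitted effect of over 25% in size; some results filed as inactive show a strong effect at the top dose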
Target sequence (P00811 whole entry, looked up): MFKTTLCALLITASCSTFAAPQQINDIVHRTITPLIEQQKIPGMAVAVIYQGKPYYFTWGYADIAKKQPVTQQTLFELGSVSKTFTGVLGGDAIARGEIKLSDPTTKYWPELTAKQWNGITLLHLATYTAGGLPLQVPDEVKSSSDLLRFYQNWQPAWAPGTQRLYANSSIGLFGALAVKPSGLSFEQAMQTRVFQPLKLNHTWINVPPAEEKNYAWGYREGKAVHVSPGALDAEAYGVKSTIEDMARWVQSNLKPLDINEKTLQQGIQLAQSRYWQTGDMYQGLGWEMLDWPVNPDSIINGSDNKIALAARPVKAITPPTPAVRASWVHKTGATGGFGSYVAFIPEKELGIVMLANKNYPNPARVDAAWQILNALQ
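AmpC (5.3 nM in the dispensed reagent) in 20 mM phosphate pH 7.0 with 0.01% (detergent screen) or 0.0001% Triton X-100 was preincubated with compounds for 15 min at room temperature. Nitrocefin was then added from an 800 uM solution, and hydrolysis was followed at 480 nm.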
Giardia FBPA inh = inhibitors of Giardia lamblia fructose-1,6-bisphosphate aldolase | purified Giardia FBPA | Potency, µM (series often up to 59.6 µM), inactives show at the top dose activity, negative = inhibition, most hits filed as inhibitors | 290,000 tested, 0.71% active | AID 2451; also: potency is read from the fitted curve at half-maximal effect; nearly all actives have a fitted effect of over 55% in size
Target sequence (A8B2U2 whole entry, looked up): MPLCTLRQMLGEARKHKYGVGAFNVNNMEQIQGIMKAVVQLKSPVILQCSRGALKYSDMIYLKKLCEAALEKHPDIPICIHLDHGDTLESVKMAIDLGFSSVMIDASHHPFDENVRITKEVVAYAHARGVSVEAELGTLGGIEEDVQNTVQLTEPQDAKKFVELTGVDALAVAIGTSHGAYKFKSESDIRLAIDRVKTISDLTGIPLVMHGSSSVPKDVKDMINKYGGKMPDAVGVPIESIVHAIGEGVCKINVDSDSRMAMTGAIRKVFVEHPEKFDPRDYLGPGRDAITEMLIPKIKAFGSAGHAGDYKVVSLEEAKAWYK
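40 nM FBPA preincubated 10 min at RT with compound (up to 57.5 uM final), then substrate plus GAPDH/TPI/NAD/arsenate coupling and diaphorase/resazurin added. Fluorescence read after 20 min at RT, 525/598 nm.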
An asterisk follows results filed as active; ? = inconclusive; . = no result given; [ ] = remark or other dose. Unless noted, calls follow the shape of the dose curve; as a rule, active = well fitted curve in the direction sought with a large enough effect; inconclusive = small, poorly fitted or top-dose-only effect, or another doubt; inactive = no such curve, though single readings can be large; an effect the other way counts as inactive or inconclusive. Unless noted, % is scaled to controls: 0 for no effect and ±100 for the full control effect.

Each structure is followed by: AMA1 RON2 block, Sm TGR block, HCV inh, HCMV antiviral, AmpC detergent, Giardia FBPA inh
Cc1cc(NC(=O)CS(=O)(=O)c2cn(C)c3ccccc23)no1
    -1.4%, 28.2µM*, 5.4%, -74.2*, ?, -13.3%
COc1ccc(CCNC(=O)COC(=O)c2ccc(Br)o2)cc1OC
    -16.9%, -1.8%, 1.0%, 11.7, -10.9%, 6.3%
O=C(CSc1nc2c(sc3ccccc32)c(=O)n1CCCN1CCCC1)NCc1ccco1
    10.4%, -19.4%, ?, ?, -13.9%, -2.9%
Cc1cccc(C)c1OCc1nc2c3cnn(-c4ccccc4F)c3ncn2n1
    ., 2.3%, ., -11.6, 13.3%, .
COc1ccc(-c2cc(C(=O)NCCc3ccccc3)c3c(-c4ccccc4)[nH]nc3n2)cc1OC
    ., 19.9%, ., 17.4, 12.3%, .
CCOc1ccc(C(=O)OCn2nnc3ccccc3c2=O)cc1OC
    5.3%, 18.5%, -7.5%, 36.2, 3.3%, 4.4%
C/C(=N\NC(=O)Cn1cc([N+](=O)[O-])cn1)c1ccc(O)cc1
    -2.1%, 6.9%, 8.7%, -28.7, -2.6%, 2.8%
Cc1cccc(Oc2ncc(-c3ccc(Cl)cc3)cn2)c1
    -5.5%, 8.1%, 17.6%, -24.7, -10.6%, 2.9%
CN1CCN(S(=O)(=O)c2ccc(N3CCN(c4ccc(O)cc4)CC3)c([N+](=O)[O-])c2)CC1
    -21.3%, -27.1%, ?, ?, ?, .
Cc1ccc(OCc2nnc(SCC(=O)Nc3ccc4c(c3)OCO4)n2C)cc1
    -8.3%, 1.5%, ?, 9.0, -5.2%, 0.2%
O=C(CCN1C(=O)CSc2ccccc21)Nc1ccc(C(F)(F)F)cc1
    -2.9%, -12.0%, -11.4%, -8.0, -7.5%, .
Cc1cccc(CSc2nc3c(sc4ccccc43)c(=O)n2CCC(=O)NC(C)C)c1
    ., -2.8%, ., -60.8*, -3.8%, .
Cc1ccc(Oc2nc3ccccn3c(=O)c2/C=C(\C#N)C(=O)NC2CCS(=O)(=O)C2)cc1 (configuration not stated)
    -0.7%, 3.6%, 3.5%, 32.1, 6.4%, -4.1%
Fc1ccc(-c2csc3ncnc(Nc4ccc(N5CCOCC5)cc4)c23)cc1
    -15.8%, -7.1%, ?, -39.8, -1.1%, -0.2%
CC1(C)CC(=O)c2cc(C(=O)NC3CCSC3=O)c(=O)n(-c3ccccc3)c2C1 (configuration not stated)
    -21.2%, -5.9%, 20.9%, 21.4, -3.1%, 1.3%
COc1ccc(N2CCN(c3oc(-c4ccco4)nc3C#N)CC2)cc1
    ?, -19.4%, 17.4%, -26.0, ?, -8.3%
CCC(Sc1nnc2c3ccccc3n(C)c2n1)C(=O)Nc1nnc(C(C)C)s1 (configuration not stated)
    ., -1.0%, ., -11.4, 23.8%, .
O=C(NC(=S)Nc1ccccc1N1CCCC1)c1ccc([N+](=O)[O-])cc1
    -14.1%[2.32 µM], -1.7%, ?, ?, 9.1%, -7.2%
COC(=O)c1cc2oc(C)cc2n1Cc1ccc(Cl)cc1
    ., -0.4%, ., 32.7, -3.4%, .
Cc1cc(C)c(NC(=O)CNC(=O)CSc2nnc(N)s2)c(C)c1
    16.9%, -3.3%, -0.7%, -16.0, -20.7%, .
CCOCCCn1c(SCC(=O)OCC)nc2c(sc3ccccc32)c1=O
    ., 9.1%, ., 5.2, 3.0%, .
Cc1cccc(NC(=O)CC2SC(=O)N(c3ccccc3)C2=O)c1 (configuration not stated)
    66.5%[activator], ?, 15.4%, 14.5, -7.7%, -15.0%
Cn1ccnc1C(=O)c1ccc(Cl)c(S(=O)(=O)N2CCOCC2)c1
    -13.4%, 21.4%, 12.8%, 9.4, -0.6%, 6.5%
NS(=O)(=O)c1ccc(S(=O)(=O)N(CCc2ccccc2)Cc2ccccn2)cc1
    2.4%, -5.0%, 14.0%, 5.5, -9.2%, 2.3%
Cc1ccc(C(=O)NCCN2CCOCC2)cc1
    4.3%, -2.3%, 3.9%, 49.0, -4.0%, 1.0%
Cc1cc(Nc2ccc(F)cc2F)n2ncnc2n1
    4.9%, -9.7%, 2.2%[8.37 µM], 3.0, ?, -2.8%
O=S(=O)(Nc1ccc(Br)cc1F)c1ccc2nc(-c3ccccc3)[nH]c2c1
    ., -0.9%, ., -0.4, -12.8%, .
O=C(NC1(N2CCOCC2)CC1)c1ccc(Cl)cc1
    -2.9%, -6.9%, 5.0%, 0.2, -8.2%, 6.7%
CCNc1c([N+](=O)[O-])c(=O)oc2ccccc12
    6.9%, 8.6%, 1.1%, -11.4, -0.2%, -3.3%
O=C(NCCc1nnc2ccc(NCc3ccc(Cl)cc3)nn12)c1ccccc1
    0.2%, 3.3%, 5.7%, 60.9, 3.7%, 1.8%
CCN(CC)CCN1C(=O)C(=O)/C(=C(/O)c2ccc3c(c2)CC(C)O3)C1c1ccc(OC)cc1 (configuration not stated)
    8.5%, -26.5%, 3.3%, 2.9, -14.6%, -3.7%
CCOC(=O)Cc1c(C)nc2cc(-c3ccc(C(C)(C)C)cc3)nn2c1C
    ., -0.4%, ., -8.5, 0.6%, .
C=CCOn1c(=O)c(-c2ccc(OCC)cc2)[n+]([O-])c2ccccc21
    2.3%, 10.1%, -21.1%, ?, -1.3%, 6.9%
Cc1ccc(C)n1-c1c(C(=O)NCC(C)c2ccccc2)sc2ncccc12 (configuration not stated)
    ., -34.5%, ., 9.7, 21.8%, .
C/C(CC(=O)Nc1ccc(N(C)C)cc1)=N\NC(=O)c1cnccn1
    9.7%, 35.5µM*, 36.8%[activator], 32.4, ?, -29.5%
Cc1ccc(Cn2nnc3c(=O)n(CC(=O)N4CCCCC4)cnc32)cc1
    6.7%, -17.5%, 20.8%, -18.4, -0.6%, 4.9%
COc1ccc(CCCc2nnc(SCC(=O)Nc3ncc(C)s3)o2)cc1
    41.0%[activator], -0.1%, 5.1%, -0.5, ?, 2.1%
CCOC(=O)CSc1nnc(-c2ccc3ncccc3c2)n1C
    4.0%, 6.2%, 10.2%, 15.6, -8.6%, 6.9%
CCCc1nc(NCC2CCCO2)c2nnn(Cc3ccccc3)c2n1 (configuration not stated)
    13.3%, -4.4%, -1.6%, -17.6, -4.8%, -5.7%
COc1cc2cc(C(c3nnnn3C(C)(C)C)N3CCc4ccccc4C3)c(=O)[nH]c2cc1OC (configuration not stated)
    -9.4%, -13.5%, -12.4%, -15.5, ?, -17.7%
CCOC(=O)N1C2CCC(C2)N1C(=O)OCC
    2.8%, ., 29.2%, -12.3, ., .
COc1ccc(S(=O)(=O)N(C)CC(=O)Nc2ccc(C)cc2)cc1OC
    -5.2%, -9.0%, -6.6%, 27.3, -6.5%, 0.4%
COc1cccc(/C=N/NC(=O)c2c(-c3ccccc3)noc2C)c1OC
    -0.3%, ., 1.7%, 31.8, ., .
CCN(C[C@H]1N[C@@](CC)(C(=O)OC)[C@H]2C(=O)N(C)C(=O)[C@@H]12)C(=O)Nc1ccccc1
    -4.1%, ., 13.0%, -5.1, ., .
CCOC(=O)c1[nH]c(C)c(/C=N/O)c1C
    0.0%, 6.3%[11.4 µM], -4.0%, -20.8, -2.2%, 1.1%
O=C(CN1C(=O)CSc2ccc(C(F)(F)F)cc21)Nc1ccccc1
    8.6%, 12.0%, 2.8%, 32.6, 3.2%, 2.5%
Cc1ccc(Cl)cc1NS(=O)(=O)c1ccc(-n2cccn2)cc1
    10.1%, -2.8%, 2.3%, ?, -1.5%, 6.9%
Cc1ncc([N+](=O)[O-])n1S(=O)(=O)c1cc(Br)ccc1Br
    7.4%, ?, -6.1%, 10.5, 0.8%, -14.0%
Cc1ccc(C)c(C2(O)CC(C)N(C)CC2C)c1 (configuration not stated)
    -4.6%, 10.6%, -2.9%, -36.8, ?, 8.7%
CN(C)c1ccnc(Oc2ccc(C(C)(C)C)cc2)c1C#N
    3.2%, -0.9%, ?, -1.1, -8.6%, -1.3%
Cc1ccc(NC(=O)c2cc(=O)c3ccccc3o2)c(C)c1
    1.8%[2.32 µM], -1.6%, 3.6%, -32.0, 2.3%, 0.4%
CCCOc1ccc(Cn2c(=O)oc3ccc(C)cc32)cc1OC
    -9.2%, -26.5%, ?, 19.1, -0.5%, 0.7%
COc1cc2c(cc1NC(=O)c1ccco1)CCCC2
    7.0%, -7.7%, ?, 151.7, -4.7%, -6.7%
Cc1cc(C)n(-c2ncc(C#N)cn2)n1
    -1.5%, 11.1%, 6.9%, -24.3, -7.2%, -6.0%
COc1ccc(C(=O)Nc2cccc(S(C)(=O)=O)c2)cc1
    -9.0%, 8.2%, -6.3%, 23.8, 4.6%, -1.3%
CCOc1cccc2cc(C(=O)NCc3cccnc3)c(=O)oc12
    -4.6%, 5.9%, -25.4%, -1.0, 1.1%, -2.5%
Cc1cc(C)cc(OCC(=O)OCC(=O)NCCC2=CCCCC2)c1
    -18.9%, -4.5%, 30.9%[activator], -3.3, -4.6%, -4.6%
O=C(CNC(=O)C1COc2ccccc2O1)N/N=C\c1ccccc1Cl (configuration not stated)
    0.8%, 2.5%, 4.5%, 7.6, 2.2%, .
O=C(NNc1ccccn1)c1ccc(Cl)nc1
    55.8%[activator], -10.3%, -4.0%, -10.5, -5.1%, ?
O=[N+]([O-])c1ccc(CN2CC=C(c3ccccc3)CC2)cc1
    ?, 5.6%, 1.1%, ., 1.3%, -8.1%

(next part)
Each structure is followed by: AMA1 RON2 block, Sm TGR block, HCV inh, HCMV antiviral, AmpC detergent, Giardia FBPA inh
Cc1ccc2[nH]cc(CCNC(=O)c3ccc([N+](=O)[O-])cc3)c2c1
    0.0%, 0.1%, ?, -35.9, 2.8%, -1.9%
CCOC(=O)c1cc2c(=O)n3ccccc3nc2n(Cc2ccco2)c1=NC(=O)c1ccc(C(C)(C)C)cc1
    ., -31.6%, ., -2.4, 5.2%, .
COc1cc(/C=N/NC2=NS(=O)(=O)c3ccccc32)ccc1OC(C)=O
    70.4%[activator], 13.6%, 0.7%, ?, -6.4%, 11.2µM*
CCC(CC)NC(=O)CCc1nc2ccccc2c(=O)[nH]1
    3.7%, -3.6%, 13.2%, 0.7, 5.0%, 2.6%
CC1=C(c2ccc(C)c(C)c2)S(=O)(=O)N=C1N1CCC(C(=O)Nc2ccc(Cl)cc2)CC1
    ., 0.0%, ., -84.2*, 2.1%, .

Screening data from PubChem BioAssay.
